# Pf gametocyte: inhibitors of late stage P. falciparum gametocyte viability. P. falciparum stage V gametocytes, ATP luminescence, 24 h. AID 743093. 150,000 tested, 0.065% active. inhibition, % at 10.9 µM;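 active = inhibition above the mean plus 3 SD of compounds within the control limits, set per campaign, cut at about 38% in these data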;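 also: 0% = DMSO wells and 100% = medium only without gametocytes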
# Avidin bead fluor: compound fluoresces at 488/530 nm on avidin beads | compound fluorescence 488/530 nm, flow cytometry; active compounds read high | fluorescence (KMESF) at 10 µM | 220,000 tested, 0.38% active | AID 1775; in the data active = fluorescence above about 47; also: inactives centre near 10
# Rab7 wt GTP bind: dog Rab7 wildtype GTP binding, inhibitors and activators. GST-Rab7 beads, fluorescent GTP binding, flow cytometry; actives lie on both sides; untreated = 100%, excess cold GTP = 0%. GTP binding activity (percent of control), % at 10 µM. 190,000 tested, 0.055% active;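 active = fluorescent GTP binding to Rab7 beads changed by at least 20 points from the 100% baseline, either direction, mostly lower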;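 also: median green fluorescence of bound Bodipy-FL-GTP per Rab7 bead population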
# Rac1 mut GTP: modulators of GTP binding to human Rac1 activated mutant | percent activity (GTP binding), % at 10 µM | 190,000 tested, 0.11% active | P63000 | GST-Rac1 activated beads, fluorescent GTP binding, flow cytometry; actives lie on both sides; 100% means binding = to untreated wells;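 active = GTP binding at least 20 percentage points away from the 100% baseline, in either direction, so actives lie on both sides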
# Rab2A wt mod: changes GTP binding to wildtype dog Rab2A, up or down | GST-Rab2 wt beads, Bodipy-GTP binding, flow cytometry | AID 760 | 190,000 tested, 0.19% active | P61105 | GTP binding activity, % at 10 µM;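 active = GTP binding activity at least 20 points away from 100%, either lowered or raised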;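 also: 0% = beads with excess unlabeled GTP and 100% = no-compound control corrected for plate trend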
# Cdc42 wt: human Cdc42 wildtype GTP binding change, either direction; P60953; GST-Cdc42 beads, Bodipy-GTP binding, flow cytometry; actives lie on both sides; percent activity (GTP binding), % at 10 µM; 190,000 tested, 0.2% active; AID 761;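 active = percent activity GTP binding at least 20 points away from the 100% baseline, either down as inhibitor or up as activator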;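 also: median bead fluorescence of bound Bodipy-FL-GTP at 100 nM; 0% = excess unlabeled GTP control and 100% = no compound control; below 100% means less GTP binding so inhibitor and above means activator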
# Target sequence (P60953 whole entry, looked up): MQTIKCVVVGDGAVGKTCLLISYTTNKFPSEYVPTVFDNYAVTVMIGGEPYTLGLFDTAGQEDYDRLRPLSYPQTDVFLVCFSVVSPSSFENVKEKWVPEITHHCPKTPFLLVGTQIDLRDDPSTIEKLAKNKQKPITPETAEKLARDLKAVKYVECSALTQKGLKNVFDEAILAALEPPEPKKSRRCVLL
# Rac1 wt GTP bind: human Rac1 wildtype GTP binding, inhibitors and activators | P63000 | GST-Rac1 beads, fluorescent GTP binding, flow cytometry; actives lie on both sides; 0 = cold GTP competed, 100 = untreated | GTP binding activity (% of control), % at 10 µM | 190,000 tested, 0.27% active | AID 757;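 active = GTP binding activity at least 20 points away from the 100% control level, either lower or higher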
# Mcl1-Noxa inh: Mcl-1/Noxa interaction inhibition; TR-FRET Mcl-1/Noxa peptide binding, 2 h; inhibition, % at 21.7 µM; 220,000 tested, 1.5% active; AID 1022;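 active = compounds that cut the protein-peptide binding signal by more than 50% relative to plate controls in a single-dose test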;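 also: His-tagged Mcl-1 with rhodamine Noxa BH3 peptide and terbium anti-His antibody; 0% = Mcl-1 plus Noxa peptide wells and 100% = peptide-only wells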
# Target sequence (Q07820 whole entry, looked up): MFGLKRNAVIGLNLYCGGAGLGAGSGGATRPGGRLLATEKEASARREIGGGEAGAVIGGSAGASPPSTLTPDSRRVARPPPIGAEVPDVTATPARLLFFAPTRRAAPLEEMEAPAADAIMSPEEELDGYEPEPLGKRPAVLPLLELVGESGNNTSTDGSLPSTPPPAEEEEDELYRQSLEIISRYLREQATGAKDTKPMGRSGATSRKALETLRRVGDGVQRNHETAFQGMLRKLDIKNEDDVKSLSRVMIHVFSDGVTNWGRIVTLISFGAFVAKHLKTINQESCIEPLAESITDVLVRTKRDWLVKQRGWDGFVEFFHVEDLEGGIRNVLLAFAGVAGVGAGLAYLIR
# GSH bead fluor: GSH bead compound fluorescence profile | fluorescence (KMESF) at 10 µM | GSH beads flow cytometry, compound fluorescence 488/530 nm; active compounds read high | 190,000 tested, 0.25% active | AID 1776; in the data active = fluorescence above about 89;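 also: glutathione beads carrying GST-tagged Bcl family fusion proteins plus one bare bead set; values are compound well signal with DMSO vehicle wells as background; inactives centre near 16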
# HRas wt GTP bind: modulators of GTP binding to human HRas wildtype | AID 759 | 190,000 tested, 0.14% active | GST-Ras wt beads, Bodipy-FL-GTP binding, flow cytometry; actives lie on both sides | P01112 | GTP binding activity, % at 10 µM;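 active = GTP binding activity at least 20% away from the 100% baseline, either lowered as inhibitor or raised as activator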;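 also: 0% = unlabeled GTP competition control and 100% = no-compound control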
# Target sequence (P01112 whole entry, looked up): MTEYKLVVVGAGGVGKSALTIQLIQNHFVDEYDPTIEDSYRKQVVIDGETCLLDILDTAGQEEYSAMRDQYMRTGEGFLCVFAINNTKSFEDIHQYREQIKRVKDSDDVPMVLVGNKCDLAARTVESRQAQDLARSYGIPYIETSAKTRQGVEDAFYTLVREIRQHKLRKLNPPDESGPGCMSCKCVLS
# Mcl1-Bid inh: disrupts binding of human Mcl-1 to Bid peptide; AID 1021; TR-FRET Mcl-1/Bid-Dy647 peptide binding, 1536-well; 220,000 tested, 0.97% active; inhibition, % at 21.7 µM;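 active = compounds that cut the binding signal by more than half at the single screening dose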;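 also: His-tagged Mcl-1 with europium anti-His antibody binding Bid BH3 peptide; 0% = Mcl-1 plus peptide wells and 100% = peptide-only wells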
# * hit, by the source's call; x = no result given. Rows are unselected, and some 3% of all compounds hit somewhere here.
SMILES,Pf gametocyte,Avidin bead fluor,Rab7 wt GTP bind,Rac1 mut GTP,Rab2A wt mod,Cdc42 wt,Rac1 wt GTP bind,Mcl1-Noxa inh,GSH bead fluor,HRas wt GTP bind,Mcl1-Bid inh
CCOC(=O)/C(=C\c1ccc(OC(F)F)cc1)C1=Nn2c(nnc2-c2ccc(Cl)cc2)SC1,x,13,99,100,99,96,102,26,10,99,0
CCOC(=O)C1C(=O)C=C(c2ccc(OC)cc2)CC1c1ccco1 (stereo not given),8,36,97,98,97,101,105,6,23,99,-11
c1ccc(-c2noc(CC3CCCCC3)n2)cc1,10,10,103,97,100,100,103,11,20,98,-4
O=C(COC(=O)C1(c2ccc(F)cc2)CCCC1)NC1CC1,x,10,101,101,102,106,107,-5,46,103,-30
CCOc1ccc(C(=O)N/N=C/c2ccc(-c3ccc(S(=O)(=O)Nc4ncccn4)cc3)o2)cc1,x,8,100,96,97,99,100,46,11,99,-22
O=c1[nH]c(NNC(=S)NCc2ccccc2)nc2c1C1(CCCCC1)Cc1ccccc1-2,x,4,87,90,88,83,90,-40,8,87,-20
CCn1c(=O)cc(SCC(=O)Nc2ccc3c(c2)OCCO3)c2ccccc21,x,18,100,99,98,102,104,14,30,99,16
CCN(CC)C(=O)CSc1nnc(COc2ccccc2)n1N,-3,15,101,96,99,96,99,2,10,97,-1
[O-]/[N+](=C/c1ccc(F)cc1)c1ccc(Cl)cc1,x,20,101,99,103,102,106,-4,23,99,-17
CC(C)(C)NC(=O)C(c1ccc(O)cc1)N(Cc1ccco1)C(=O)Cn1nnc(-c2cccs2)n1 (stereo not given),-14,13,98,98,98,100,104,-4,15,100,-14
COC(=O)c1c(C(=O)OC)n(CCCN)c2ccc(C)cc12,x,10,105,102,105,106,111,-11,11,103,-3
CC1Cc2cc(/C(O)=C3\C(=O)C(=O)N(CCN4CCOCC4)C3c3ccccc3F)ccc2O1 (stereo not given),-1,19,100,95,98,101,99,11,14,101,-100
O=C(COC(=O)[C@@H]1CC(O)CN1S(=O)(=O)c1ccccc1[N+](=O)[O-])c1ccccc1 (stereo not given in full),-3,10,107,93,99,101,95,-6,14,98,-32
Cc1cc(C)c2cc(CN(Cc3ccc4c(c3)OCO4)Cc3nnnn3Cc3ccco3)c(=O)[nH]c2c1,x,18,101,97,99,98,100,19,30,99,-13
CCCCC(c1nnnn1CC1CCCO1)N1CCN(c2cccc(C)c2C)CC1 (stereo not given),23,30,98,94,97,97,97,23,17,98,15
COc1ccc(NC(=O)[C@H](CCS(C)(=O)=O)N2Cc3ccccc3C2=O)c(OC)c1,x,6,97,96,99,100,101,18,14,99,-27
O=C(COc1ccc(Br)cc1)N1CCc2ccccc2C1,16,8,105,94,95,95,100,13,16,97,-30
CCCn1c2ccccc2c2nc3ccccc3nc21,x,14,105,97,98,103,108,-13,43,101,-14
CC(=O)CSc1nnc(Cc2ccc3c(c2)OCO3)o1,x,7,92,104,103,106,106,8,15,103,-5
CCN(C(=O)COc1cc(=O)n(CC)c2ccccc12)c1cc(Cl)ccc1OC,x,7,101,97,99,98,103,10,26,98,-6
COc1ccc(COC(=O)c2nc3nc(C)cc(C)n3n2)cc1F,x,8,99,101,104,105,106,25,32,103,11
COC(=O)C1(C)Nc2ccccc2C(=O)N1c1ccccc1OC (stereo not given),x,6,99,100,100,102,105,-6,16,101,7
O=C(Nc1ccc(-c2nc3ccccc3s2)cc1)C1=COCCO1,3,4,93,99,95,99,97,16,6,97,-21
Cc1ccc2nsnc2c1S(=O)(=O)N1CCN(Cc2ccc3c(c2)OCO3)CC1,x,35,97,97,98,100,101,-28,18,98,-20
Cc1cccc(C)c1NC(=S)NN(Cc1ccccc1)c1ccccc1,-7,12,100,98,101,98,98,-15,20,101,-61
COc1cc(Cl)c(C)cc1NC(=O)CNC(=O)Cn1cnc2ccccc2c1=O,x,8,97,94,94,95,95,29,55,96,-19
CCOC(=O)c1c(NC(=O)c2ccncc2)sc(C)c1C,24,8,96,92,96,93,93,11,12,94,-3
O=C(c1ccccc1)N1CCN(c2ccc([N+](=O)[O-])c(NCC3CCCO3)c2)CC1 (stereo not given),12,8,92,95,93,93,98,13,17,95,-15
Cc1ccc(-n2nc3c(c2NC(=O)c2ccc(Br)o2)CSC3)c(C)c1,x,20,99,97,95,95,99,-41,27,97,-21
O=C(COC(=O)/C=C/c1ccccc1)Nc1cc(C(F)(F)F)ccc1N1CCOCC1,x,6,101,96,95,102,98,10,16,97,-13
O=C(CN(c1ccc2c(c1)OCCO2)S(=O)(=O)c1ccccc1)NCc1ccco1,-5,36,101,99,100,103,103,7,22,102,-22
Cc1cc(NC(=O)C2CCC2)n(-c2ccccn2)n1,x,-3,96,98,100,103,109,4,48,100,-17
COC(=O)CSc1nnc(-c2ccccn2)n1Cc1ccco1,-46,34,102,99,100,104,103,18,27,101,3
Cc1ccc(-n2cnnn2)c(S(=O)(=O)N2CCOCC2)c1,x,6,100,102,102,103,105,0,13,102,-33
Cc1ccc(S(=O)(=O)Nc2cccc3c2CCCC3)cc1,-9,11,98,102,100,100,102,7,11,99,7
OCC1CCCN(c2nc(CN3CCCCC3)nc3scc(-c4ccccc4)c23)C1 (stereo not given),19,6,100,98,98,99,100,1,16,99,97*
O=[N+]([O-])c1ccc(NCc2ccccn2)nc1,-6,14,102,100,100,101,103,2,11,102,-10
CCOC(=O)C(C)c1c(C)[nH]c(=S)[nH]c1=O (stereo not given),x,5,99,101,101,104,103,-2,48,100,-17
O=C(O)c1ccccc1-c1ccccc1C(=O)NNc1ccccc1,-6,2,106,99,100,96,103,7,11,102,-56
CCOc1ccc(N(C(=O)c2cnsn2)C(C(=O)NC2CCCCC2)c2ccncc2)cc1 (stereo not given),-5,16,96,99,97,103,100,29,11,98,7

# Filtered by structure: the compounds so far containing a nitro group on carbon.
SMILES,Pf gametocyte,Avidin bead fluor,Rab7 wt GTP bind,Rac1 mut GTP,Rab2A wt mod,Cdc42 wt,Rac1 wt GTP bind,Mcl1-Noxa inh,GSH bead fluor,HRas wt GTP bind,Mcl1-Bid inh
O=C(COC(=O)[C@@H]1CC(O)CN1S(=O)(=O)c1ccccc1[N+](=O)[O-])c1ccccc1 (stereo not given in full),-3,10,107,93,99,101,95,-6,14,98,-32
O=C(c1ccccc1)N1CCN(c2ccc([N+](=O)[O-])c(NCC3CCCO3)c2)CC1 (stereo not given),12,8,92,95,93,93,98,13,17,95,-15
O=[N+]([O-])c1ccc(NCc2ccccn2)nc1,-6,14,102,100,100,101,103,2,11,102,-10

# (continued)
SMILES,Pf gametocyte,Avidin bead fluor,Rab7 wt GTP bind,Rac1 mut GTP,Rab2A wt mod,Cdc42 wt,Rac1 wt GTP bind,Mcl1-Noxa inh,GSH bead fluor,HRas wt GTP bind,Mcl1-Bid inh
CCOC(=O)/C(=N/Nc1ccccc1)Sc1nnnn1-c1ccc(C)cc1,x,14,100,98,100,98,102,15,9,98,-23
COc1cccc(/C=C/C(=O)NCc2cn3cc(Cl)ccc3n2)c1OC,x,12,99,84,84,85,93,11,65,87,-4
Cc1cc(-c2n[nH]c(=S)n2/N=C/c2cc([N+](=O)[O-])ccc2Cl)n[nH]1,x,7,87,85,74*,85,71*,57*,7,77*,-87
Cc1ccc2cc3cc(C(=O)NCc4ccc5c(c4)OCO5)oc3nc2c1,x,12,100,98,99,103,103,15,25,102,41
O=C1NCCCC1C(=O)N/N=C/c1ccccc1 (stereo not given),x,12,100,99,103,104,104,-7,19,103,-20
Cc1sc2nc(SCC(=O)N(C)C)[nH]c(=O)c2c1C,19,8,100,96,95,96,95,-5,20,97,9
CC1(C)SC2[C@H](NC(=O)C(NC(=O)N3CCNC3=O)c3ccccc3)C(=O)N2C1C(=O)O (stereo not given in full),x,6,101,100,101,104,97,13,20,100,-8
CCCNC(=O)N1CCC(C(=O)c2ccc(Cl)cc2)CC1,x,38,101,101,101,105,107,-3,12,103,-5
N#Cc1cccc(NC(=O)Cn2c3[n+](c4ccc(C(F)(F)F)cc42)CCCCC3)c1,-15,13,107,104,105,105,107,18,13,104,-4
COc1cccc(Cn2c(-c3cccs3)noc2=O)c1,x,6,99,98,99,99,102,8,27,100,-19
Cc1ccc2cc(C(c3nnnn3Cc3ccccc3)N3CCN(c4ccccc4)CC3)c(=O)[nH]c2c1 (stereo not given),x,11,103,100,100,102,105,-3,28,103,-9
C=CCNC(=S)NNC(=O)c1ccc([N+](=O)[O-])cc1,1,6,108,96,104,102,101,68*,21,101,-13
COc1cc(NS(=O)(=O)c2ccccc2)ccc1-n1nc(C)cc1C,x,17,99,98,99,99,104,18,11,100,-7
CCCC(C)NC(=O)c1sc2nc3n(c(=O)c2c1C)CCC3 (stereo not given),9,44,106,97,102,100,103,16,13,98,-8
COc1ccc(NC(=O)CN2C(=O)CSC(C)C2=O)c(OC)c1 (stereo not given),7,16,100,99,99,103,104,9,17,100,-35
O=C(CCCn1cnc([N+](=O)[O-])n1)Nc1cc(Cl)ccc1O,7,10,99,94,94,94,97,10,14,96,-46
O=C1C(=O)N(CCN2CCOCC2)C(c2cccnc2)/C1=C(/O)c1ccc(Cl)cc1 (stereo not given),-15,10,98,96,95,97,100,16,21,97,-23
C=CCNC(=S)NNC(=O)c1ccc(OCC(C)C)cc1,x,9,100,101,99,103,109,14,10,101,-12
Cc1cc(-c2nnc3n2N=C(C(C)(C)C)CS3)n[nH]1,-30,8,97,99,98,100,105,23,44,101,-9
O=C(c1ccc(Cl)c(S(=O)(=O)N2CCCC2)c1)N1CCN(c2ncccn2)CC1,8,9,97,98,103,94,100,12,20,97,2
O=C(c1ccc(Br)s1)N1CCN(c2ncccn2)CC1,x,7,97,98,98,101,104,-5,33,100,-4
COc1ccccc1/C=N/NC(=O)c1ccc(NC(=O)c2ccccc2Br)cc1,20,4,101,101,100,101,101,5,12,103,-25
CC1=CCC2C(=O)N(c3ccc(C)c(Br)c3)C(=O)C2C1 (stereo not given),x,5,99,100,102,104,106,12,21,101,2
CCOc1nnc(C)c2c(C)n(-c3cccc(OC)c3)nc12,x,12,100,96,100,98,98,-11,11,100,-26
O=C(CCN1C(=O)CSC1=O)Nc1ccccc1,14,4,99,98,98,100,100,-10,31,100,-5
Cn1c(=O)c2c(ncn2CC(O)CO)n(C)c1=O (stereo not given),x,11,91,96,100,104,102,18,20,97,-25
O=C(CN1CCOCC1)Nc1ncc(Cc2cccc(Cl)c2)s1,17,13,100,102,101,103,103,9,15,99,-3
N[C@@H](CO)c1nnc([C@H](CC(=O)O)NC(=O)C2CCNCC2)o1,-10,5,95,96,97,96,98,-5,20,97,-11
CCOC(=O)C=Nc1c(N)n(C)c(=O)n(C)c1=O,x,14,95,98,97,100,99,10,9,98,-60
CCOC(=O)C(CCCCCOc1ccc([N+](=O)[O-])cc1)C(=O)OCC,-22,31,107,102,105,106,106,-18,20,104,11

# Screening results as filed in PubChem.
